# From PubChem BioAssay
# USP8 inh: inhibitors of human USP8 deubiquitinase; purified USP8, Ub-rhodamine cleavage fluorescence, 30 min; P40818; AID 1645853; 47,000 compounds, 4.2% hits; inhibition, % at 20 µM
# Target sequence (P40818 whole entry, looked up): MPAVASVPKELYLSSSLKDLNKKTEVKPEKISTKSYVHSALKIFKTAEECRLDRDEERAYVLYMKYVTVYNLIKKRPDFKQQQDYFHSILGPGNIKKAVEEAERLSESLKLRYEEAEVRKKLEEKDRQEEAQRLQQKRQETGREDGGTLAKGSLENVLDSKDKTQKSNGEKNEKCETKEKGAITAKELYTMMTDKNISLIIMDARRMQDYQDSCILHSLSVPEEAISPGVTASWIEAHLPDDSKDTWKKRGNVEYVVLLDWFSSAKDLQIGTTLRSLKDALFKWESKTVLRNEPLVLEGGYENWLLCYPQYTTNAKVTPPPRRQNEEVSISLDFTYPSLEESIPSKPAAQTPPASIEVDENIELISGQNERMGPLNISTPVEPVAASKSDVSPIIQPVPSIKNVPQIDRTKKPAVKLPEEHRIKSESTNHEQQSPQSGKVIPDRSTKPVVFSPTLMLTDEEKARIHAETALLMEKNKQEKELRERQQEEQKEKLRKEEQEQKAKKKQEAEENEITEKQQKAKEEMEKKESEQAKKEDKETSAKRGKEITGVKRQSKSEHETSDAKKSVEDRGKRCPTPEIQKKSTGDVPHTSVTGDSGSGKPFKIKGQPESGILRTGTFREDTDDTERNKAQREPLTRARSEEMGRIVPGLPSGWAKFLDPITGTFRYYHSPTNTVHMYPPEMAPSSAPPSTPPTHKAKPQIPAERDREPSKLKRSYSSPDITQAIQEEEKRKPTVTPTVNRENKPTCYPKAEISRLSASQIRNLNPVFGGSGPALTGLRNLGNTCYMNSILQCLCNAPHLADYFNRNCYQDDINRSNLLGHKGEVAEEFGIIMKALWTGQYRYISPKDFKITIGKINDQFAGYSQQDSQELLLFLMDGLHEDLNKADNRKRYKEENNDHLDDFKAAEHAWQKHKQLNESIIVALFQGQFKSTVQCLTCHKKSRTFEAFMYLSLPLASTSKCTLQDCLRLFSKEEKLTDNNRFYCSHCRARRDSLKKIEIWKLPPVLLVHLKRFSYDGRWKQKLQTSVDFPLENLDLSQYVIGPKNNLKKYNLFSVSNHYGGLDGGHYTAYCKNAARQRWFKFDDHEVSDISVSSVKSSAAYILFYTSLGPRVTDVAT
# USP17 block: human USP17-like deubiquitinase inhibition | 47,000 compounds, 6.5% hits | purified USP17, Ub-rhodamine cleavage fluorescence, 3 h | inhibition, % at 50 µM | AID 1645855 | A8MUK1
# OTUD3 block: blocks human OTUD3 ubiquitin-rhodamine cleavage; Q5T2D3; inhibition, % at 25 µM; purified OTUD3, Ub-rhodamine fluorescence, 2 h; AID 1645858; 47,000 compounds, 0.7% hits
# USP30 block: inhibitors of human USP30 deubiquitinase; Q70CQ3; purified USP30, Ub-rhodamine cleavage fluorescence; inhibition, % at 25 µM; 47,000 compounds, 5.3% hits
# USP28 inh: blocks human USP28 ubiquitin-rhodamine cleavage. purified USP28, Ub-rhodamine cleavage fluorescence, 30 min. 47,000 compounds, 3% hits. Q96RU2. inhibition, % at 25 µM
# USP7 inh: blocks human USP7 ubiquitin-rhodamine cleavage; Q93009; purified USP7, Ub-rhodamine cleavage fluorescence; inhibition, % at 20 µM; 47,000 compounds, 0.3% hits; AID 1645854
# UCHL1 inh: inhibitors of human UCHL1 deubiquitinase; P09936; purified UCHL1, Ub-rhodamine cleavage fluorescence; inhibition, % at 20 µM; 47,000 compounds, 0.2% hits
# USP10 inh: blocks human USP10 ubiquitin-rhodamine cleavage. purified USP10, Ub-rhodamine fluorescence, 60 min. 47,000 compounds, 1.1% hits. inhibition, % at 20 µM. AID 1645856. Q14694
# * hit, by the source's call; i = inactive; . = no result given. Rule as the data show it: active = inhibition above about 30%; inactive = the rest.
SMILES,USP8 inh,USP17 block,OTUD3 block,USP30 block,USP28 inh,USP7 inh,UCHL1 inh,USP10 inh
COc1cc2[nH]c(=O)n(CCN3CCN(C(=O)c4ccco4)CC3)c(=O)c2cc1OC,-2,-4,-2,-7,0,0,-1,-3
O=C(NCCn1cc(SCC(=O)N2CCOCC2)c2ccccc21)c1ccc(Cl)cc1Cl,-217,-4,2,4,-1,-1,0,-5
O=C(Cc1ccccn1)N1C[C@H](Oc2ccccn2)[C@H]2OCCC[C@H]21,-14,-39,-31,-168,-52,-6,-8,-9
CNC(=O)NC(=O)CSc1nnc(-c2ccc(Cl)cc2)o1,2,33*,-1,7,0,2,-1,3
CCN1C(=O)[C@H]2CN(C(C)=O)C[C@H]2C12CCN(C(=O)NCc1ccccc1C)CC2,-13,7,9,13,1,8,0,3
Cc1ccc(C)c(S(=O)(=O)N2CCC(c3nc(C(=O)N(C)C)c(C)o3)CC2)c1,-22,-8,-7,-1,-11,0,0,0
COc1ccc(NC(=O)Cc2noc3ccc(C)cc23)cc1,15,15,11,21,12,3,0,4
CC(=O)CSc1nnc(-c2cnn(-c3ccccc3)c2N)o1,4,-9,0,1,-2,-3,-1,0
O=C(NCCC1=CCCCC1)C1CCCN(S(=O)(=O)N2CCOCC2)C1 (stereo unspecified),7,0,-2,-9,-7,-5,0,-1
CCn1ncc2c1C(COC)CN(C(=O)c1ccnnc1)C2 (stereo unspecified),-109,-11,6,0,-1,0,-1,1
COc1ccc(-c2cc(C(=O)Nc3cccc(C)c3C)c3ccccc3n2)cc1OC,-67,-2,-8,-39,-5,9,-5,-1
Cc1ccc(C(=O)[C@H]2C(c3ccccc3OCC#N)=NO[C@]23C(=O)Nc2ccccc23)cc1,9,42*,14,29,21,3,6,9
Cc1[nH]c2ccccc2c1CCC(=O)NC1CCCCC1,-11,-56,-46,-154,-44,-7,-5,-6
O=C(NCCN1CCOCC1)c1cn2ccnc(-c3ccccc3)c2n1,6,-2,3,-2,3,6,1,-2
Cc1nn(-c2ccc(F)cc2)c(Cl)c1C(=O)NC1CCCc2ccccc21 (stereo unspecified),-7,6,7,-22,0,10,2,-1
CCN1C(=O)Cc2cc(NS(=O)(=O)c3cc(C)c(C)cc3OC)ccc21,2,8,0,-1,-17,1,-1,8
CCN(CC)S(=O)(=O)c1ccc(O)c(NC(=O)COc2ccccc2F)c1,11,33*,-7,30,-17,3,1,12
COc1cccc(CN2CCc3nc4nc(C)ccc4cc3C2)c1,-11,-166,-199,i,-272,-128,-151,-8
CCc1ncc(-c2c[nH]c3ccccc23)o1,2,-24,-6,1,-6,-4,0,8
Cc1cc(=O)n(CC(=O)NCc2ccc(F)cc2Cl)c(N2CCCC2)n1,9,4,6,16,3,-23,1,2
O=C(NCCC1=CCCCC1)[C@H]1CCCC[C@H]1C(=O)O,0,3,-1,8,1,1,1,-2
COc1ccc(CNS(=O)(=O)c2ccc3c(c2)NC(=O)CC(C)S3)cc1 (stereo unspecified),10,-6,0,-16,0,2,0,-5
O=C(Cc1ccc2c(c1)OCO2)N1CCC2(CC1)CC(=O)N(CC1CC1)C2,0,2,12,17,11,3,3,-1
O=C(/C=C/c1ccccc1)NCCC(c1ccccc1)c1ccccc1,-24,2,9,5,13,7,3,11

# Random excerpt: 2 records from the list, in no set order.
SMILES,USP8 inh,USP17 block,OTUD3 block,USP30 block,USP28 inh,USP7 inh,UCHL1 inh,USP10 inh
O=C(NCCC1=CCCCC1)[C@H]1CCCC[C@H]1C(=O)O,0,3,-1,8,1,1,1,-2
O=C(Cc1ccc2c(c1)OCO2)N1CCC2(CC1)CC(=O)N(CC1CC1)C2,0,2,12,17,11,3,3,-1

# Remaining list, next part
SMILES,USP8 inh,USP17 block,OTUD3 block,USP30 block,USP28 inh,USP7 inh,UCHL1 inh,USP10 inh
COc1ccc(NC(=O)COc2ccc(C#N)cc2)cc1OC,0,-1,-6,3,-8,13,-2,0
Cc1cc(=O)[nH]c(C2CCCN2C(=O)c2ccc3c(c2)OCCO3)n1 (stereo unspecified),-3,-1,-3,-3,-7,1,-2,-1
Cn1ncc2c1CCCN(C(=O)Cc1ccc(Cl)cc1)C2,-6,-3,3,0,6,-5,-1,-3
CC(C)N1CC[C@@H]2[C@H](C1)CN2S(=O)(=O)c1cccc(F)c1,-4,-21,-15,-51,-23,-3,-3,-1
COc1ccc(-c2noc(CCC(=O)Nc3nncs3)n2)cc1OC,-5,-3,-7,-9,-4,1,0,-1
Cc1noc(C)c1S(=O)(=O)NCc1ccc2c(c1)CCN2C(=O)C(C)C,22,12,10,16,12,4,0,3
CC12CN3CC(C)(CN(C1)C3c1ccccc1O)C2=O (stereo unspecified),4,5,0,10,-2,-1,-1,0
Nc1ccc(NC(=O)c2cc3c(s2)CCC3)cc1[N+](=O)[O-],57*,58*,5,21,31*,12,4,11
COc1ccc(CC(=O)Nc2ccc3nc(C)sc3c2)cc1S(=O)(=O)N1CCOCC1,-24,-7,-2,-14,-1,1,-1,-2
Cc1ccc(Nc2cc(N3CCN(C(=O)c4ncccn4)CC3)nc(C)n2)cc1,-36,-16,-8,-9,-14,-2,-4,-2
Cc1cc(-c2cncnc2-c2ccc(CNC(=O)CC3CCCCC3)cc2)on1,-33,-1,4,7,-3,-32,-3,-4
COc1cccc([C@@H]2c3c(C)nn(C)c3NC(=O)[C@H]2NC(=O)c2ccc(Cl)cc2)c1,21,11,1,4,35*,-1,5,-4
COc1ccc(F)cc1S(=O)(=O)N1CCc2nc(N)c(C(=O)N3CCCC3)cc2C1,6,1,6,0,2,1,0,-2
O=C(Cn1cc(C(F)(F)F)ccc1=O)Nc1ccc2c(c1)OCCO2,-3,20,20,26,15,1,2,3
Cc1cc(C)cc(-n2ccn3c(CCC(=O)NCc4cccnc4)nnc3c2=O)c1,-2,0,-1,-3,-5,-1,-3,0
CNc1nc(C2CCN(S(=O)(=O)c3ccc(F)c(C)c3)C2)nc2c1CCN(C(C)=O)C2 (stereo unspecified),15,9,12,14,6,2,0,-3
CC1=CC2=C(C=O)C(=O)[C@](C)(O)[C@@H](O)C2=CO1,-293,-177,-133,i,-196,-134,-150,-5
CSc1ccccc1C(=O)Nc1sc2c(c1C(N)=O)CCN(C(C)C)C2,21,-15,-13,-78,-18,-46,-34,-10
O=C(CCc1nc2ccccc2c(=O)[nH]1)Nc1ccc(F)cc1,-1,10,0,-1,9,-6,-2,0
O=C(NC1CC1)c1nc(C(=O)N2CCN(C3CCCCC3)CC2)cs1,23,0,19,11,7,4,2,-1
COC(=O)N1CCn2c(c(C(=O)Nc3cccc(F)c3)c3cccnc32)C1,-9,-23,-19,-50,-16,-2,-5,-5
CC(=O)N1CCN(c2cc(-c3noc([C@@H]4CCCN4C4CCN(C)CC4)n3)ccn2)CC1,-12,-27,-9,-35,-15,-7,-6,-3
COc1ncccc1C(=O)N1C[C@H](OC)[C@H]2OCCC[C@H]21,7,0,4,0,3,2,-2,0
COc1cc2c(cc1OC)-c1cc(N3CCC(C)CC3)nc(=O)n1CC2,-2,-7,6,12,8,3,1,-1
CCN1CCN(C(=O)c2cccc(N3CC(O)=C(c4nc5ccccc5s4)C3=N)c2)CC1,-25,1,-5,-40,-14,0,-2,-10
O=C(Nc1ccc2c(c1)OCCO2)c1ccc(N2CCCC2=O)cc1,-1,35*,15,67*,45*,.,-1,2
Cc1nc2c(c(Nc3ccc(N4CCCCC4)cc3)n1)CCC2,21,6,-1,11,1,0,2,2
COc1ccc(NC(=O)Cc2csc(NC(=O)c3ccco3)n2)cc1Cl,24,49*,-14,26,21,-6,-5,-4
CC(Oc1ccc2c3c(c(=O)oc2c1)CCC3)C(=O)NCC(=O)N1CC[C@@]2(O)CCCC[C@H]2C1 (stereo partly specified),17,10,5,21,7,-3,0,1
CCCN(CCC)C(=O)Cn1c(=O)n(Cc2ccc(C(=O)NCc3ccco3)cc2)c(=O)c2ccccc21,20,2,3,0,7,-3,4,8
CCCCn1c(=O)c(CCC(=O)OCC(=O)Nc2ccc3c(c2)OCCO3)nc2ccccc21,-3,-12,0,-4,62*,0,1,0
COCCNc1ccc(-c2ccc(Cl)cc2)nn1,15,6,7,14,0,9,0,3
O=C(Cc1ccccc1)N1CCC(Oc2cc(N3CCCC3)ncn2)C1 (stereo unspecified),-31,-13,-3,-1,-8,-3,-2,0
COc1ccc(N(CC(=O)N2CCN(Cc3ccccc3)CC2)S(=O)(=O)c2c(C)nn(C)c2C)cc1,-145,-17,-9,-16,-12,-4,0,-5
Oc1ccc(Br)cc1CNc1ccc(F)cc1,85*,53*,8,19,60*,-80,6,8
CC1(C)OC2=C(C(=O)c3cc(O)cc(O)c3C2=O)c2cc(CO)c(O)cc21,10,82*,21,0,27,-24,17,-4
Cc1nc2cc(-c3nccn3C)nn2c(N(C)CCc2ccccn2)c1C,7,8,2,15,4,1,3,-1
Cc1nc2cc(N3CCCC(C(=O)NCCN4CCCC4)C3)cnc2nc1C (stereo unspecified),-98,-152,-131,i,-152,-48,-43,-8
O=C(c1ccccc1)C1CCN(C(=O)c2cccc(C(F)(F)F)c2)CC1,-3,-1,-3,1,1,-23,-2,-1
CCN(CC)S(=O)(=O)c1ccc(C)c(NC(=O)CSc2nnc(-c3ccncc3)n2Cc2ccccc2)c1,-1,-7,-3,12,2,3,3,1
Cn1c(CN2CCOCC2)nnc1SCC(=O)Nc1ccc(C#N)cc1,2,2,8,19,3,1,1,0
COc1ccc(-n2nnc(S(=O)(=O)c3ccc(C)cc3)c2C)cc1,16,9,18,15,17,5,3,2
Cc1ccc(C(=O)OCC(=O)N(C2CCCCC2)C2CCCCC2)cc1,12,10,11,2,1,5,4,3
COc1ccc(C(=O)N2CCC(Nc3cccnc3)C2)c(OC)n1 (stereo unspecified),62*,6,-66,-304,-70,-12,-4,-5
O=[N+]([O-])c1ccc2nc(/C=C/c3cc4ccccc4nc3N3CCOCC3)sc2c1,-34,3,-25,-85,-30,-5,-11,-7
CCC(=O)Nc1ccc(-c2nc(Cn3cc(C)cn3)c(C)o2)cc1,-4,-7,-10,-29,55*,-1,1,1
CC(C)OCCCn1c(=O)c2ccccc2n2c(CCC(=O)NCCN3CCN(c4cccc(Cl)c4)CC3)nnc12,19,8,-2,-1,3,4,4,-6
CC1CN(Cc2ccccc2)c2nc3c(c(=O)n(CCN4CCCCC4)c(=O)n3C)n2C1 (stereo unspecified),-5,-1,-1,0,-4,-16,-2,-3
CC(=O)c1ccc(N2CCN(C(=O)Nc3ccc(-c4noc(C)n4)cc3)CC2)cc1,0,-12,-15,-29,-3,0,4,-1
COC(=O)c1ccccc1NC(=O)CSc1nnc(CNc2ccc(F)cc2)n1CC1CCCO1 (stereo unspecified),96*,90*,10,6,10,-4,6,9
O=C(/C=C/c1ccco1)c1cccc([N+](=O)[O-])c1,50*,83*,47*,3,46*,.,19,32*
CC(=O)N1CCCn2c(nc3ccccc32)C1Cc1ccccc1 (stereo unspecified),-9,-4,2,12,5,4,1,2
COc1cc(C)c(NC(=O)c2cc(-c3ccccc3)c(N3CCOCC3)s2)cc1OC,-9,59*,-2,-10,19,1,0,9
O=C1CN(C(=O)CNc2ccccc2Oc2ccccc2)c2ccccc2N1,-14,0,-10,-74,25,-16,-6,-4
Cn1c(CCN2CCCC2)nc2cc(NC(=O)c3ccccc3)ccc21,1,59*,-6,-23,3,-4,-5,-5
Cn1c(=O)c2c(ncn2CC(O)CN2CCN(c3cccc(Cl)c3)CC2)n(C)c1=O (stereo unspecified),-15,-28,-9,-10,-14,-2,0,-3
O=C(Nc1cc(-c2ccccc2)nn1C1CCS(=O)(=O)C1)c1ccc(Cl)cc1 (stereo unspecified),-18,-1,-6,-8,1,0,0,5

# Three compounds from above, arranged by heavy-atom count, smallest number first:
SMILES,USP8 inh,USP17 block,OTUD3 block,USP30 block,USP28 inh,USP7 inh,UCHL1 inh,USP10 inh
O=C(NCCC1=CCCCC1)[C@H]1CCCC[C@H]1C(=O)O,0,3,-1,8,1,1,1,-2
Cc1ccc(C)c(S(=O)(=O)N2CCC(c3nc(C(=O)N(C)C)c(C)o3)CC2)c1,-22,-8,-7,-1,-11,0,0,0
CCN(CC)S(=O)(=O)c1ccc(C)c(NC(=O)CSc2nnc(-c3ccncc3)n2Cc2ccccc2)c1,-1,-7,-3,12,2,3,3,1

# Whole records, looked up by structure. Values in the order: USP8 inh, USP17 block, OTUD3 block, USP30 block, USP28 inh, USP7 inh, UCHL1 inh, USP10 inh
# Profile of COc1cc(C)c(NC(=O)c2cc(-c3ccccc3)c(N3CCOCC3)s2)cc1OC = -9, 59*, -2, -10, 19, 1, 0, 9
# Profile of COC(=O)c1ccccc1NC(=O)CSc1nnc(CNc2ccc(F)cc2)n1CC1CCCO1 (stereo unspecified) = 96*, 90*, 10, 6, 10, -4, 6, 9
# Profile of CC(=O)N1CCCn2c(nc3ccccc32)C1Cc1ccccc1 (stereo unspecified) = -9, -4, 2, 12, 5, 4, 1, 2
# Profile of Cn1c(CCN2CCCC2)nc2cc(NC(=O)c3ccccc3)ccc21 = 1, 59*, -6, -23, 3, -4, -5, -5
